Bioassay records (PubChem BioAssay)
SIAE primary – inhibitors of human sialic acid acetylesterase SIAE | SIAE FP-Rh probe binding, fluorescence polarization | Q9HAT2 | AID 1053197 | 370,000 tested, 0.69% active | inhibition, % at 9.66 µM;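 active means inhibition above a cutoff: mean of compounds within the control limits plus 3 SD of those, cut at about 17% in these data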;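 further: 0% = plate median of compound wells and 100% = probe without SIAE protein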
PLCg1 inh – PLC-gamma1 (human) inhibition, primary screen; P19174; inhibition, % at 12.2 µM; purified PLC-gamma1, fluorogenic substrate, fluorescence; AID 720700; 370,000 tested, 0.84% active; in the data active means inhibition above about 9.5%
PLC-beta3 inh – PLC-beta3 (human) inhibition, primary screen | Purified PLC-beta3, fluorogenic substrate, fluorescence | Q01970 | 370,000 tested, 0.18% active | inhibition, % at 12.2 µM; in the data active means inhibition above about 11%;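 further: 0% = median of compound wells on plate and 100% = full blocker control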
Target sequence (Q01970 whole entry, looked up): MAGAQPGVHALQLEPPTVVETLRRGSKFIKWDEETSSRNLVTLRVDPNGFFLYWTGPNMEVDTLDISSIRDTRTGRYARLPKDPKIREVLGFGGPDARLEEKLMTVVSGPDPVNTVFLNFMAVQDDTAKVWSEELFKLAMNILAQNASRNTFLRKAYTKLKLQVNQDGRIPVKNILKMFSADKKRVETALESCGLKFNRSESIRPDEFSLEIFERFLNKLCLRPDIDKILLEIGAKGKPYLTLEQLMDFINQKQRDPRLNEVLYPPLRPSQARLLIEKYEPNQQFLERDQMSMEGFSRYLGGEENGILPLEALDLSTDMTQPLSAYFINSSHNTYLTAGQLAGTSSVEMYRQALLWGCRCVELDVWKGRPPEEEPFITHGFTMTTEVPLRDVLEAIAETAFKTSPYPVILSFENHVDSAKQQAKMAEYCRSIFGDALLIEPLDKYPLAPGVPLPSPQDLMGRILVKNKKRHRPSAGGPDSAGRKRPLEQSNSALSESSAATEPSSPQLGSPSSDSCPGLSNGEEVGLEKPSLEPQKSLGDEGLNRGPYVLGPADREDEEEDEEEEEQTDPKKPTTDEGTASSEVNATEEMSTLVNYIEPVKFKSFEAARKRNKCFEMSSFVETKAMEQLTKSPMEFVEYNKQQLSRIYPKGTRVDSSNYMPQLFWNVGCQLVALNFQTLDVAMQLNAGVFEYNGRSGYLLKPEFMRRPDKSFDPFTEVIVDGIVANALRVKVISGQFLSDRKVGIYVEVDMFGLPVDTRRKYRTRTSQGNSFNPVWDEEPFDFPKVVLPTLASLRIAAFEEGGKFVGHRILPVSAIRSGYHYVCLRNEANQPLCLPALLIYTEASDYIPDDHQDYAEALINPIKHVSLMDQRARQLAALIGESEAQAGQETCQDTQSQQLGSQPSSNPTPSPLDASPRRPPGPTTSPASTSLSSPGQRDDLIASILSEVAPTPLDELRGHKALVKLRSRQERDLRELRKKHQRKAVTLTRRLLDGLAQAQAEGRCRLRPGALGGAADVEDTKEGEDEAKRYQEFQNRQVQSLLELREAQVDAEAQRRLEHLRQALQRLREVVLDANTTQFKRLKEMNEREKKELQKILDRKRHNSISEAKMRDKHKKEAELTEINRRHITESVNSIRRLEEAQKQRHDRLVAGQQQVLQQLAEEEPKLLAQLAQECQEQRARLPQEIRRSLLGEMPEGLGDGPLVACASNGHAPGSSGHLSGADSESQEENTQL
ARFGAP1 inhibitor – inhibitors of rat ARFGAP1. Q62848. Arfgap1-stimulated ARF1 GTP hydrolysis, GDP FP detection. inhibition, % at 16.5 µM. 360,000 tested, 0.26% active. AID 651572;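 active means inhibition above a per-plate limit, mean inhibition of low control wells plus 3 SD, cut at about 25% in these data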;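 further: 0% = DMSO wells with enzyme and 100% = wells lacking Arfgap1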
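material = rat Arfgap1 catalytic domain, aa 1-136 | also added = human ARF1(Δ1-17)-GTP substrate | compound dosing = one concentration, 16.5 µM, DMSO 1.26% | times = GTP hydrolysis reaction 2 h at 25 °C | measured by = FP, GDP Alexa 633 tracer displaced from anti-GDP antibody, 620/688 nm | evaluation = percent inhibition of Arfgap1-stimulated GTP hydrolysis | replication = single well per compound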
ADAM17 inh – inhibitors of human ADAM17; P78536; recombinant ADAM17, EDANS/DABCYL FRET peptide cleavage; inhibition, % at 6.95 µM; 370,000 tested, 0.83% active;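 active means inhibition above the mean of compounds lying between control limits plus 3 SD, set per campaign, cut at about 8.5% in these data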;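 further: 0% = DMSO-only wells as the low control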
ADAM10 inh – inhibitors of human ADAM10. inhibition, % at 7 µM. 370,000 tested, 0.62% active. recombinant ADAM10, EDANS/DABCYL FRET peptide cleavage, 3 h. O14672;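 active means inhibition above a per-campaign cutoff equal to the mean of compounds falling between control-based bounds plus 3 SD, cut at about 20% in these data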;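 further: 0% = DMSO wells while the 100% control is not disclosed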
Tn7 DDE FP – inhibitors of Tn7 peptide binding to human fibrin DD(E); FP displacement of FITC-Tn7 peptide from fibrin DD(E); 0% = median of compound wells per plate; inhibition, % at 8.3 µM; 370,000 tested, 0.13% active;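 active means inhibition above the mean of compounds falling within the control limits plus 3 SD of them, cut at about 14% in these data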;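 further: 0% = plate median of compound wells and 100% = 10 µM Aha-Tn7 peptide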
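System: human fibrin DD(E); quantity: Fibrin-DD(E) at 2 µM final; also added: fluorescent Tn7 probe at 0.1 µM; compound dosing: single nominal test concentration of 8.3 µM per compound; schedule: 10 min preincubation, 3 h with tracer, room temperature; detection: fluorescence polarization of the labelled Tn7 tracer; repeats: one replicate per compound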
ASAP1 GAP inh – blocks human ASAP1-stimulated Arf1 GTP hydrolysis | Q9ULH1 | GDP FP detection | inhibition, % at 16.5 µM | 360,000 tested, 0.19% active; in the data active means inhibition above about 25%;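 further: 0% = vehicle with enzyme and substrate and 100% = no enzyme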
Tn6 DDE FP – disrupts Tn6 cyclic peptide binding to fibrin D-Dimer-E complex; P02675; Fibrin DD(E) TRITC-Tn6 fluorescence polarization displacement; inhibition, % at 8.3 µM; 370,000 tested, 0.21% active;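 active means inhibition above a per-campaign cutoff: mean of compounds within control limits plus 3 SD, cut at about 15% in these data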;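 further: 0% = median of all compound wells on the plate and 100% = blocking peptide control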
TDP2 inh – TDP2 (human) inhibition, absorbance primary screen | O95551 | recombinant TDP2, T5PNP hydrolysis, p-nitrophenol absorbance 415 nm | inhibition, % at 12.8 µM | 370,000 tested, 0.34% active;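 active means inhibition above the mean of all tested compounds plus 3 SD, set per campaign, cut at about 25% in these data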;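 further: 0% = DMSO with enzyme and 100% = buffer with substrate but no TDP2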
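Incubation: 2 h at 37 °C; Test system: recombinant human TDP2; Quantity: enzyme 120 nM; Read-out basis: percent inhibition; Medium: 50 mM Tris-HCl pH 7.5 with Mg2+, KCl, DTT, BSA; Repeats: single replicate; Compound: 12.8 µM single point, 1% DMSO; Signal: epi absorbance; Reagent: 5 mM T5PNP chromogenic substrate; Benchmarks: no-enzyme high, DMSO-plus-enzyme low.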
Numbers without * were called inactive; i = inactive; · = not tested or not shown. Hits appear at their usual frequency; 3.6% or so of the library scored in one or more.

mol,ADAM10 inh,PLCg1 inh,SIAE primary,ARFGAP1 inhibitor,Tn6 DDE FP,ASAP1 GAP inh,ADAM17 inh,Tn7 DDE FP,TDP2 inh,PLC-beta3 inh
CCOc1ccccc1N1CCN(CC(=O)NC(=O)NCc2ccco2)CC1,-8,0,1,13,-3,4,-6,-2,9,-5
CC1CCCCN1CCCNC(=O)c1ccc(N2CCCC2=O)cc1 (stereo not drawn),4,2,-8,2,2,5,0,-4,-2,5
Cc1nc(Nc2ccccc2F)c2oc3ccccc3c2n1,0,-31,2,0,5,-7,1,-5,6,-40
CCCCNC(=O)COC(=O)c1ccc(NS(=O)(=O)c2ccc3c(c2)OCCO3)cc1,3,9,0,2,6,2,0,3,-1,-2
CC(c1nc2ccccc2c(=O)[nH]1)N1CCCN(S(=O)(=O)c2ccc(F)cc2)CC1 (stereo not drawn),-13,-6,0,8,1,0,-4,8,5,-10
CCOc1ccc(C(=O)Nc2ccc(N3CCCC3)cc2)cc1,-9,-4,2,19,-7,-13,0,-2,2,-4
O=C(O)Cc1ccc(-c2ccccc2)cc1,-8,-6,1,4,1,2,-4,-1,2,-7
O=C(COC(=O)C1=NN(c2ccccc2)C(=O)CC1)Nc1nc(-c2ccc(F)cc2)cs1,3,8,2,-10,-2,2,-1,1,0,2
COc1ccc(S(=O)(=O)N2CCN=C2SCc2cccc(C)c2)cc1,8,2,-8,7,-11,1,2,-8,4,-3
O=C1c2ccc(-c3ccc4c(c3)C(=O)N(CCO)C4=O)cc2C(=O)N1CCO,-120,-62,-5,16,-5,8,-54,-5,2,-84
Nc1nc(Nc2ccccc2)nc(C(F)(F)F)n1,1,-2,-2,10,-5,-8,1,3,-5,-7
CC(C)CCN(C)C1CCN(C(=O)Nc2ccc3c(c2)OCO3)CC1,-9,-2,-1,·,0,·,2,-4,-11,1
CCS(=O)(=O)N1CCC(C(=O)Oc2ccccc2)CC1,1,-1,-3,-4,-1,-10,-4,1,-7,-7
CCOC(=O)[C@@H]1[C@H]2COc3ccccc3[C@H]2N2C(=O)N(c3ccc(Br)cc3)C(=O)[C@]12C,16,-1,2,5,-1,-2,-2,5,6,1
CC(C)=C1SC(N2CCN(c3cccc(Cl)c3)CC2)=NC1=O,-6,5,-11,10,0,-11,-1,-6,7,2
Cc1ccccc1NC(=S)NC(C)C(c1ccccc1)N1CCN(C)CC1 (stereo not drawn),-4,-1,-2,1,-3,10,-6,-1,-1,-2
Cc1cc(NC(=O)CSc2nc3sc4c(c3c(=O)n2C)CCCC4)no1,-6,-2,6,-18,1,-3,-5,0,0,-4
CC(C)N(C(=O)[C@H]1C[C@H](CC(=O)NCCCn2ccnc2)C(=O)N2CCc3c([nH]c4ccc(Cl)cc34)[C@]12C)C(C)C,-11,0,12,-4,2,-8,-4,6,5,2
COC(=O)[C@@H]1C[C@@]2(O)[C@@H](O)[C@@H](O)[C@@H](O)C[C@H]2N1CC1CCCCC1,1,1,-4,0,1,-1,0,3,-8,1
Cc1ccc(NC(=O)CN(C)CC(=O)Nc2ccccc2-c2ccccc2)cc1,6,-1,-8,2,2,4,2,-3,-6,5
COc1ccc(-c2cc(C(=O)Nc3c(C)n(C)n(-c4ccccc4)c3=O)c3ccccc3n2)c(OC)c1,-6,-65,8,-6,0,6,-3,1,24,-96
COc1ccc(-n2nc(C(=O)N3CCN(c4ccc(F)cc4)CC3)c3ccccc3c2=O)c(OC)c1,9,-5,-1,10,6,1,5,-8,-17,-6
Cc1ccc(N(CC(N)=O)C2SC(=O)N(Cc3cccc(C(=O)O)c3)C2=O)cc1 (stereo not drawn),3,-1,-6,0,2,-5,-11,9,2,0
CCOC(=O)c1c(S(=O)(=O)NCCc2ccco2)c(C)n(C)c1C,-8,2,7,12,-1,7,6,-2,-3,-2
CCOc1c(Cl)cc(C(=O)Nc2ccccc2-c2ccccc2)cc1Cl,-4,2,-14,2,-1,11,-4,0,1,1
COC(=O)CNC(=O)c1ccc(F)cc1,-11,-4,-1,8,2,-18,2,0,-15,-5
NC(=O)c1ccc(SCC(=O)OCC(=O)NCC2CCCCC2)c([N+](=O)[O-])c1,-13,-7,11,8,4,-5,-7,-5,2,-15
C[C@H]1CN([C@@H](C)CO)C(=O)c2cc(-c3cccc(F)c3)cnc2O[C@H]1CN(C)C(=O)c1cnccn1,-1,2,-5,8,12,-4,2,-4,-3,4
O=C(NN1C(=O)C2CCCCC2C1=O)c1ccco1 (stereo not drawn),2,0,2,8,-2,-4,-4,-2,-3,-3
Cc1cccc(N2CCN(C(=O)n3ccnc3)CC2)c1C,-7,-1,-1,13,0,0,-2,7,12,-1
O=C(Nc1ccc(S(=O)(=O)NCc2ccco2)cc1)c1ccncc1,1,0,1,-1,1,-3,-4,4,6,-1
Cc1cccn2c(=O)c3cc(C(=O)N4CCN(C(=O)c5ccco5)CC4)n(C)c3nc12,i,i,0,-11,-3,-4,-352,5,4,i
CC1CCCN(C(=O)C2CCN(c3ncnc4c3nc3n4CCCCC3)CC2)C1 (stereo not drawn),-3,4,0,5,-4,5,-5,-4,-20,-3
COc1ccc(NC(=O)CN2CCN(S(=O)(=O)N(C)C)CC2)cc1,-1,-3,7,-3,2,10,-6,6,1,-4
COc1ccc(C2=[N+]([O-])C(C)(C)N(O)C2(C)C)cc1,2,5,2,5,8,2,0,3,-6,-2
CC(C)Cn1c(SCC(=O)Nc2ccc3[nH]c(=O)[nH]c3c2)nc2ccccc2c1=O,-4,-4,10,2,-10,-5,-3,2,13,-11
O=C1C=C(c2ccc(CO)cc2)C[C@@H](c2ccc3c(c2)OCO3)C1,9,-5,0,-2,5,-3,-1,0,-9,-3
COc1cc(C(=S)N2CCCC2)cc(OC)c1O,8,1,2,-3,6,9,-1,-2,-9,5
CC1(C)Cc2nc3sc4c(N(CCO)CCO)ncnc4c3cc2CO1,-259,-126,1,-8,3,6,-89,0,12,-145
O=C1CCC(C(=O)N2CCC(CO)CC2)CN1Cc1ccc(Cl)cc1 (stereo not drawn),14,9,1,4,-2,7,3,3,1,-1
CCOC(=O)c1cccc(NC(=O)CCS(=O)(=O)c2cccc3nsnc23)c1,-4,3,-1,4,2,-4,-2,1,10,-1
CC(=O)c1cc(F)c(N2CCOCC2)cc1C,-1,-1,-4,5,1,1,-4,2,2,2
CCOC(=O)[C@]12CCCCC/C=C\1N(Cc1ccc(OC)cc1)C(=O)[C@H]2CC(=O)NCCCN1CCCC1=O,0,2,4,·,7,·,5,-7,-4,3
CCOC(=O)COc1c(Br)cc(C2NC(=O)NC(C)=C2C(C)=O)cc1OC (stereo not drawn),4,-1,-1,10,-5,-7,-5,3,0,-3
CCc1ccc(-c2cn3nc(C)c(C)nc3n2)cc1,i,i,-11,-1,4,9,i,-1,-2,i
Cc1ccc(C)c(NC(=O)CN(C)C(=O)c2ccc(COc3ccccc3)cc2)c1,7,8,-5,-4,-11,-10,11*,-7,-12,7
Cc1ccc2nc3c(cc2c1)c(NS(=O)(=O)c1ccccc1)nn3CC(C)C,-5,-1,1,1,-2,5,-8,2,6,-1
O=C(CCCCn1ccc(=O)[nH]c1=O)Nc1ccc(C(=O)O)c(O)c1,-5,-6,7,5,-6,15,-3,4,2,-5

3 entries from above, reformatted.
Order of values: ADAM10 inh | PLCg1 inh | SIAE primary | ARFGAP1 inhibitor | Tn6 DDE FP | ASAP1 GAP inh | ADAM17 inh | Tn7 DDE FP | TDP2 inh | PLC-beta3 inh
- CCOC(=O)c1cccc(NC(=O)CCS(=O)(=O)c2cccc3nsnc23)c1
 : -4 | 3 | -1 | 4 | 2 | -4 | -2 | 1 | 10 | -1
- O=C1C=C(c2ccc(CO)cc2)C[C@@H](c2ccc3c(c2)OCO3)C1
 : 9 | -5 | 0 | -2 | 5 | -3 | -1 | 0 | -9 | -3
- COc1cc(C(=S)N2CCCC2)cc(OC)c1O
 : 8 | 1 | 2 | -3 | 6 | 9 | -1 | -2 | -9 | 5

(continued)
mol,ADAM10 inh,PLCg1 inh,SIAE primary,ARFGAP1 inhibitor,Tn6 DDE FP,ASAP1 GAP inh,ADAM17 inh,Tn7 DDE FP,TDP2 inh,PLC-beta3 inh
Cn1cc(CNC(=O)C23CC4CC(CC(C4)C2)C3)cn1,7,4,4,-4,0,11,-1,1,-11,3
O=C(CCC(=O)N1CCN(c2ccccn2)CC1)c1cccs1,3,3,-2,-11,-3,8,3,-3,-6,-6
O=C(Nc1ccccc1[N+](=O)[O-])c1cccnc1Cl,-1,1,3,-7,-1,6,1,4,-4,1
O=C(COc1cc(Cl)c(Cl)cc1Cl)Nn1cnnc1,-1,-2,-2,3,8,-2,-2,6,-4,-3
Cc1nc(N2CCN(c3ccccc3)CC2)nc2c1C(=O)CCC2,-9,-1,2,13,-1,-4,-3,-8,-3,-8
